Assay outcomes (PubChem BioAssay)
HT1080 IDH1KD tx: HT-1080 IDH1 knockdown cell toxicity (counter line) | HT-1080 IDH1 knockdown viability, ATP luminescence, 48 h | Potency, µM (highest dose often 46.1 µM), without a hit: at the top dose activity, negative = toxicity, most hits filed as cytotoxic | actives 2% (n = 360,000) | AID 686971;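 also: potency is read from the fitted curve at half-maximal effect; 0% = DMSO wells and -100% = cell-free medium wells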
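In this qHTS, HT-1080 cells depleted of IDH1 are exposed for 48 h at 37 °C to compound titrations. Toxicity is scored from CellTiter-Glo luminescence, with DMSO as full viability and medium alone as none.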
ATXN viability: cell viability loss in ATXN counter-screen | S2 cells (HEK-293 line with an ATXN2-luciferase reporter) viability, CellTiter-Fluor protease fluorescence, 24 h | Potency, µM (top dose mostly 56.7 µM), most hits filed as cytotoxic | actives 0.49% (n = 400,000); also: potency is read from the fitted curve at half-maximal effect; nearly all actives have a fitted effect of over 40% in size
HT1080NT lethal: kills 2HG-producing HT-1080-NT fibrosarcoma cells | actives 1.6% (n = 360,000) | Potency, µM (highest dose often 46.1 µM), inactives show at the top dose activity, negative = less viability, most hits filed as cytotoxic | HT-1080-NT fibrosarcoma viability, CellTiter-Glo ATP luminescence, 48 h;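 also: NT is the 2HG producing partner of a matched IDH1 knockdown line; potency is read from the fitted curve at half-maximal effect; 0% = DMSO-treated cells and -100% = media-only wells without cells; nearly all actives have a fitted effect of over 55% in size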
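Viability by CellTiter-Glo luminescence after 48 h compound exposure at 37C of HT-1080-NT cells (750/well, RPMI, 5% FBS). % activity scaled between DMSO wells and medium-only wells, then curve-fitted and categorized by curve class.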
KB-3-1 tox: kills parental KB-3-1 adenocarcinoma cells; Potency, µM (highest dose often 46.1 µM), without a hit: at the top dose activity change, negative = cytotoxic, actives largely listed as cytotoxic; AID 1347075; KB-3-1 viability, CellTiter-Glo ATP luminescence, 72 h; actives 1.4% (n = 400,000); also: potency is read from the fitted curve at half-maximal effect; % is scaled to controls: 0 for no effect and ±100 for the full control effect; nearly all actives have a fitted effect of over 60% in size
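Luminescent ATP read-out (CellTiter-Glo) measures survival of drug-naive KB-3-1 cells after 72 h compound exposure at 37 °C. Titration series was screened from lowest to highest concentration, with DMSO vehicle plates as background controls.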
SW480 rerep: inducers of DNA re-replication in SW480 colon cancer cells; SW480 DNA re-replication, Hoechst DNA content imaging, 48 h; Potency, µM (top dose mostly 46.1 µM), for the others: at the top dose re-replication activation, most hits filed as activators; actives 1.8% (n = 340,000); also: potency is read from the fitted curve at half-maximal effect; % of control where 0% means no effect; nearly all actives have a fitted effect of over 55% in size
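250 cells/well; 23 nL cpd via pin tool; 48 hr, 37 C, 5% CO2; Hoechst 40 min; imager read of total nuclear intensity, ex 405/em 500-530 nm.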
MCF10A rereplic: inducers of DNA re-replication in MCF 10A breast cells; MCF 10A DNA re-replication, Hoechst nuclear intensity, 48 h; Potency, µM (titrated, usually from 46.1 µM), inactives show top-dose activity, positive = re-replication, usual class: activators; actives 2.9% (n = 350,000); AID 624296; also: potency is read from the fitted curve at half-maximal effect; % of control where 0% means no effect; nearly all actives have a fitted effect of over 50% in size
KB-V1 MDR tox: kills drug-selected multidrug resistant KB-V1 cells; actives 3.4% (n = 400,000); Potency, µM (series often up to 46.1 µM), without a hit: at the top dose activity change, negative = cytotoxicity, hits mostly cytotoxic; KB-V1 MDR cells viability, CellTiter-Glo, 72 h; also: potency is read from the fitted curve at half-maximal effect; % is scaled to controls: 0 for no effect and ±100 for the full control effect; nearly all actives have a fitted effect of over 60% in size
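KB-V1, DMEM (no phenol red) + 10% FBS; cpd pin-transferred, titration series; 72 h, 37 degrees C; CellTiter-Glo, luminescence. Data normalized, curve-fit.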
IL1B secr inh: inflammasome signaling inhibition, IL-1 beta readout; activity change, % at 57.5 µM; AID 743279; actives 4.7% (n = 360,000); THP-1 LPS/ATP IL-1B secretion, AlphaLISA, 16 h; hits give low values; in the data active = activity change below about -50%; inconclusive = mostly about -30% to -49%; also: % is scaled to controls: 0 for no effect and ±100 for the full control effect
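THP-1 cells pretreated 1 hr with compounds (up to 57.5 uM final), then stimulated with LPS (250 ng/mL final) plus ATP (1.25 mM final); secreted IL-1B measured by AlphaLISA after 16 hr, decreased signal indicating inhibition.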
ATXN2 expr inh: inhibitors of ATXN2 expression | AID 1745845 | Potency, µM (series often up to 57 µM), inactives show at the top dose activity change, negative = inhibition, most hits filed as inhibitors | actives 0.72% (n = 360,000) | HEK-293 ATXN2-luciferase reporter, luminescence, 24 h; also: potency is read from the fitted curve at half-maximal effect; % is scaled to controls: 0 for no effect and ±100 for the full control effect; nearly all actives have a fitted effect of over 55% in size
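qHTS (up to 57 uM final) was run with 24 h compound exposure of reporter cells at 37 °C. Each well was multiplexed: SteadyGlo luminescence measured ATXN2-luciferase expression after a fluorogenic Gly-Phe-AFC viability readout (25 uM final).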
An asterisk follows results filed as active; i = inactive; ? = inconclusive; . = not tested or not shown; & = joins results of further samples; [ ] = dose if it differs, or a comment. Unless noted, calls follow the shape of the dose curve; as a rule, active = well fitted curve in the direction sought with a large enough effect; inconclusive = small, poorly fitted or top-dose-only effect, or another doubt; inactive = no such curve, though single readings can be large; an effect the other way counts as inactive or inconclusive.

SMILES | HT1080 IDH1KD tx | ATXN viability | HT1080NT lethal | KB-3-1 tox | SW480 rerep | MCF10A rereplic | KB-V1 MDR tox | IL1B secr inh | ATXN2 expr inh
O=c1c2ccccc2c(-c2ccccc2)nn1-c1cc(Cl)cc(Cl)c1 | 7% | i | 9% | 8% | -4% | -7% | 5% | 2 | 25%
COc1cc(NC(C)CCCNC(C)C)c2ncccc2c1OC (stereo not given) | -11% | i | -15% | 3% | -4% | 16% | 0% | 12 | -20%
CC1CCc2[nH]c3ccc(C(=O)O)cc3c2C1 (stereo not given) | 8% | i | 6% | 14% | ? | -2% | ? | -3 | 5%
O=C(CC1NCCNC1=O)NC1Cc2ccccc2C1 (stereo not given) | 22% | i | 9% | -2% | -5% | -2% | 6% | 14 | 2%
CCC(=O)Nc1ccc(C(=O)NNC(=O)c2ccccc2)cc1 | 5% | i | -2% | -4% | -15% | ? | -9% | 11 | -20%
COc1ccc(-c2cccc(NS(=O)(=O)c3ccc(C)s3)c2)nn1 | . | i | . | -16% | . | . | 5% | . | -18%
S=C(Nc1cccc(Cl)c1)Nc1ccccc1Oc1ccccc1 | ? | i | ? | 0% | 15% | ? | ? | -21 | -11%
CCOC(=O)/C(C#N)=C\c1ccc(N2CCN(C/C=C/c3ccccc3)CC2)cc1 | -13% | i | -8% | -1% | -10% | ? | ? | 6 | -9%
CS(=O)(=O)N(CC(=O)NCc1ccco1)c1ccc(Cl)c(C(F)(F)F)c1 | 3% | i | 16% | 13% | -2% | 4% | -6% | 0 | 7%
COC(=O)C(C)Sc1nc2c(c(=O)n(C)c(=O)n2C)n1CCC(C)C (stereo not given) | 1% | i | 7% | 10% | -2%&2% | -3%&-26% | 13% | 43 | 3%
CCOc1ccccc1/C=N/NC(=O)Cc1csc(Nc2cccc(C(F)(F)F)c2)n1 | -3% | ? | -2% | 2% | -7% | ? | 0% | -2 | -7%
Cc1ccc(NC(=O)Cn2c(=O)oc3ccccc32)c(C)c1 | -2% | i | 20% | 15% | -5% | 0% | 27% | -12 | -3%
N#CCOc1ccc(C2=NO[C@@H]3[C@@H]4C[C@@H]([C@H]5C(=O)N(c6ccc7c(c6)OCO7)C(=O)[C@@H]45)[C@H]23)cc1 | -22% | i | -13% | -2% | 0% | 6% | 7% | -26 | -23%
O=C(CSc1ncc(C(F)(F)F)cc1Cl)N1CCNC1=O | 8% | i | -6% | -1% | -2% | -8% | 0% | -26 | .
C=CCN(CC=C)c1nc2ccccc2nc1C(C#N)C(=O)OC(C)C (stereo not given) | -4% | i | -7% | 10% | 25% | 27% | -30% | -25 | -9%
NC(=O)CCC(NS(=O)(=O)c1ccc(Cl)cc1)C(=O)NCc1ccc(Cl)cc1 (stereo not given) | -2% | i | -5% | -3% | -3% | ? | -11% | 19 | 1%
N#Cc1c(N)nc(SCC(=O)NCc2ccc3c(c2)OCO3)c(C#N)c1-c1cccs1 | 3%[9.24 µM] | i | -14% | 8% | -8% | 6% | 1% | 10 | -11%
CCOC(=O)N1CCC(N2CCN(C3CCCC3)C(CCO)C2)CC1 (stereo not given) | 8% | i | 16% | 7% | 0% | 2% | -2% | 6 | 1%
CC(C)CCNC(=O)CCNS(=O)(=O)c1ccc(Cl)cc1 | 4% | i | 7% | -5% | -5% | -2% | 1% | -3 | -7%
COc1ccc(CCNC(=O)C2CCN(C(=O)c3ccc(C(C)(C)C)cc3)CC2)cc1OC | -13% | i | -11% | -1% | 4% | 1% | -4% | 4 | 1%
COC(=O)c1nc(N)sc1-c1ccccc1 | 0% | i | 1% | 3% | -14% | 3% | 14% | -27 | 6%
COc1cccc(NC(=O)Nc2cnccn2)c1 | -8% | i | -18% | 0% | 5% | -12% | -18% | 0 | .
CCOC(=O)CCC(NC(=O)CCCCCCCC(=O)NC(CCC(=O)OCC)C(=O)OCC)C(=O)OCC (stereo not given) | 9% | i | 9% | 4% | ? | 1% | 6% | -19 | 8%
CCc1noc(C)c1C(=O)Nc1cc(Cl)ccc1N1CCOCC1 | -8% | i | -3% | -3% | 2% | 1% | -4% | -17 | -5%
C(=N\Nc1nc(-c2ccccc2)cs1)/c1cccnc1 | ? | i | ? | ? | 9% | 4% | -8% | -21 | 56%[activator]
Cc1ccnc(NC(=O)Cc2c(F)cccc2Cl)c1 | -5% | i | -6% | -4% | 2% | 2% | -13% | -18 | 5%
Nn1cc(-c2ccccc2)nc1SCC(=O)NCC1CCCO1 (stereo not given) | -13% | ? | 2% | -2% | 2% | 16% | 4% | 17 | 14%
COc1ccnc2c1c(=O)n(Cc1c(F)cccc1Cl)c(=O)n2C | 0% | i | 9% | 6% | -3% | -1% | ? | 13 | .
O=C(O)c1ccc2cccc(O)c2n1 | 7% | i | 10% | 1% | -64%[inhibitor] | -20% | -5% | . | 1%
Cc1ccc(S(=O)(=O)c2ccc([N+](=O)[O-])o2)cc1 | 2.6µM* | 11µM* | 7.3µM* | ? | ? | ? | 13µM* | -100* | 6.7µM*

Quoted from the listing.
Nn1cc(-c2ccccc2)nc1SCC(=O)NCC1CCCO1 (stereo not given) in SW480 rerep is entered as 2%
CC1CCc2[nH]c3ccc(C(=O)O)cc3c2C1 (stereo not given) in ATXN2 expr inh is entered as 5%
COC(=O)c1nc(N)sc1-c1ccccc1 in KB-V1 MDR tox is entered as 14%
Cc1ccnc(NC(=O)Cc2c(F)cccc2Cl)c1 in SW480 rerep is entered as 2%

Next section.
SMILES | HT1080 IDH1KD tx | ATXN viability | HT1080NT lethal | KB-3-1 tox | SW480 rerep | MCF10A rereplic | KB-V1 MDR tox | IL1B secr inh | ATXN2 expr inh
COc1ccc(COC(=O)c2ccc(C)c(S(=O)(=O)N3CCOCC3)c2)cc1F | -18% | ? | 1% | -1% | 6% | 9% | ? | ? | ?
CC(C)(C)c1nc(SCC(=O)NNC(=O)c2ccccc2)c2ccccc2n1 | ? | i | ? | 7% | 0% | ? | ? | -91* | -9%
Cn1nnc2c[n+](CC(=O)c3ccc(Cl)cc3)cc(Br)c21 | ? | i | ? | ? | ? | ? | 7% | -99* | -23%
O=C(Nc1ccc(C(=O)N2CCCC2)cc1)c1cccc(C(F)(F)F)c1 | -5% | i | 0% | -18% | ? | 5% | -1% | 0 | -8%
COc1cccc(-c2ncc3ccccc3c2CO)c1 | 7% | i | 0% | 6% | -8% | -7% | ? | -2 | 1%
Cc1ccc(C)c(N2CCN(C3C(=O)Nc4ccccc4-n4nnnc43)CC2)c1 (stereo not given) | 16µM* | . | ? | 15µM* | . | . | 12µM* | 28 | .
CCOc1ccc(Sc2cc(C(=O)NCc3ccc(F)cc3)c3ccccc3n2)cc1 | . | i | . | -2% | . | . | -2% | . | -3%
O=C(c1ccc2nc3ccccc3c(=O)n2c1)N1CCN(Cc2ccc3c(c2)OCO3)CC1 | -6% | i | -7% | -19% | -4% | -3% | -5% | ? | 30%[activator]
CC(=O)NCCCC(=O)NC(CCC(=O)OCc1ccccc1)C(=O)OCc1ccccc1 (stereo not given) | 11% | i | -8% | -3% | -1% | 5% | -8% | 31 | -2%
CN(C)CCCNCCCNC(=O)/C(=N\O)c1ccccn1 | 1% | i | 3% | -2% | 8% | -1% | 0% | -4 | 10%

Given comma-delimited: entries from further up.
structure,HT1080 IDH1KD tx,ATXN viability,HT1080NT lethal,KB-3-1 tox,SW480 rerep,MCF10A rereplic,KB-V1 MDR tox,IL1B secr inh,ATXN2 expr inh
Cc1ccc(C)c(N2CCN(C3C(=O)Nc4ccccc4-n4nnnc43)CC2)c1 (stereo not given),16µM*,.,?,15µM*,.,.,12µM*,28,.
Cn1nnc2c[n+](CC(=O)c3ccc(Cl)cc3)cc(Br)c21,?,i,?,?,?,?,7%,-99*,-23%

Further compounds
SMILES | HT1080 IDH1KD tx | ATXN viability | HT1080NT lethal | KB-3-1 tox | SW480 rerep | MCF10A rereplic | KB-V1 MDR tox | IL1B secr inh | ATXN2 expr inh
COC(=O)c1ccccc1NC(=O)CN1CCN(c2ccccn2)CC1 | 3% | i | 0% | 5% | 2% | -3% | -20% | 16 | -21%
COc1cccc(-c2nnn(CC(C)=O)n2)c1 | 11% | i | 12% | -1% | -1% | -5% | 1% | -4 | 9%
Cc1ccc(NS(=O)(=O)c2ccc3[nH]c4c(c3c2)CCCCCC4)cc1 | . | ? | . | ? | . | . | 4% | . | ?
CS(=O)(=O)N1CCN(c2ccc(NC(=O)c3ccc(Br)o3)cc2)CC1 | 1% | i | -4% | -2% | 0% | 10% | 2% | -9 | 11%
O=C(CCN1C(=O)/C(=C/c2ccccc2Cl)SC1=S)NC1CCS(=O)(=O)C1 (stereo not given) | -2% | i | -9% | -3% | -9% | 23% | 0% | 0 | -12%
CC1CCCCC1NC(=O)Cn1c(=O)cnc2ccccc21 (stereo not given) | -1% | i | 2% | 0% | -2% | -3% | -5% | -8 | -11%
CNc1cc(CS(=O)c2ccccc2)nc(-c2ccccc2)n1 (stereo not given) | 14% | i | 17% | 4% | -1% | 6% | 17% | -15 | 4%
Cc1ccc(-n2nnc(-c3cccnc3)n2)cc1 | 11% | i | 13% | 2% | -57%[inhibitor] | -3% | 7% | 11 | 73%[activator]

3 entries already listed, sorted by molar mass, ascending.
SMILES | HT1080 IDH1KD tx | ATXN viability | HT1080NT lethal | KB-3-1 tox | SW480 rerep | MCF10A rereplic | KB-V1 MDR tox | IL1B secr inh | ATXN2 expr inh
Cc1ccc(-n2nnc(-c3cccnc3)n2)cc1 | 11% | i | 13% | 2% | -57%[inhibitor] | -3% | 7% | 11 | 73%[activator]
COC(=O)c1ccccc1NC(=O)CN1CCN(c2ccccn2)CC1 | 3% | i | 0% | 5% | 2% | -3% | -20% | 16 | -21%
Cc1ccc(NS(=O)(=O)c2ccc3[nH]c4c(c3c2)CCCCCC4)cc1 | . | ? | . | ? | . | . | 4% | . | ?
